Screens as filed in PubChem BioAssay.
GC-A act – GC-A (human) enzyme activation. AID 1671463. HEK293 GC-A cells, cGMP TR-FRET, EC30 ANP; 0% at EC30 ANP, 100% saturating ANP. P16066. 0.14% of 370,000 active. activation, % at 10 µM; in the data active = activation above about 40%
SMARCA2 act – SMARCA2 function activation, primary screen; MG213 cells, MMTV-luciferase reporter, dexamethasone, overnight; activation, % at 9.1 µM; 1% of 370,000 active; AID 652017; in the data active = activation above about 7.8%;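 note: 0% = vehicle wells and 100% = reference activator wells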
ADAM17 inh – ADAM17 inhibition, QFRET primary screen; recombinant ADAM17, EDANS/DABCYL FRET peptide cleavage; inhibition, % at 6.95 µM; 0.83% of 370,000 active; AID 720648;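 active = inhibition above the mean of compounds lying between control limits plus 3 SD, set per campaign, cut at about 8.5% in these data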;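 note: 0% = DMSO-only wells as the low control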
Target sequence (P78536 215-824 limits assumed): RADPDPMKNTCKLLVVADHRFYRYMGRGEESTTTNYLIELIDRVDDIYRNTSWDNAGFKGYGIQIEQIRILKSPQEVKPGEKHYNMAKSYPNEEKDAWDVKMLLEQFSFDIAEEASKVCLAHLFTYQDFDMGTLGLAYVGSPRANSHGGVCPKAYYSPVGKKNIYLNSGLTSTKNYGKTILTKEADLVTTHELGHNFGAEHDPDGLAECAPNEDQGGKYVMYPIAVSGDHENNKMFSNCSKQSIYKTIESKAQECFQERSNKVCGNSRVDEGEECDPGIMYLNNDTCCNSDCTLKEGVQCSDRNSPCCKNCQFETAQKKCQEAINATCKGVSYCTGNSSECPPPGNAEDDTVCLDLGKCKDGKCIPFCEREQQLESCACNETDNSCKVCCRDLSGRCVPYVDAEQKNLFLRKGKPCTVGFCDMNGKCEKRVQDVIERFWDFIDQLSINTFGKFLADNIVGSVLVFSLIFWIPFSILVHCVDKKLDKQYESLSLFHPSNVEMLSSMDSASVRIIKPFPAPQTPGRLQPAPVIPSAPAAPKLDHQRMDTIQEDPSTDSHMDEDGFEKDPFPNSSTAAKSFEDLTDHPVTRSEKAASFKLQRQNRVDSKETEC
ADAM10 inh – inhibitors of human ADAM10; O14672; recombinant ADAM10, EDANS/DABCYL FRET peptide cleavage, 3 h; inhibition, % at 7 µM; 0.62% of 370,000 active; AID 720582;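 active = inhibition above a per-campaign cutoff equal to the mean of compounds falling between control-based bounds plus 3 SD, cut at about 20% in these data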;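 note: 0% = DMSO wells while the 100% control is not disclosed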
FXN GAA850 act – activators of GAA850 frataxin (FXN) promoter; HEK293 lucGAA850 FXN promoter luciferase reporter, 24 h; percent of 10 µM SAHA response; activation, % at 6 µM; 0.56% of 360,000 active; AID 540364;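 active = activation above the average of all compounds screened plus 3 SD, cutoff fixed separately per campaign, cut at about 7.5% in these data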;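 note: 0% = DMSO wells and 100% = 10 µM SAHA wells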
DAX1 inh-1 – blocks DAX1 repression of SF-1 activated StAR promoter. 1.1% of 370,000 active. AID 652010. HEK293T StAR-luciferase reporter, SF-1/DAX-1 repression relief. inhibition, % at 6.8 µM;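 active = inhibition above the mean over all tested compounds plus 3 SD, cut at about 3.6% in these data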;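 note: 0% = DAX-1 cells with DMSO and 100% = cells lacking DAX-1 with DMSO; higher inhibition means more luminescence from relief of DAX-1 repression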
DAX1 inh-2 – inhibits human nuclear receptor DAX1 | P51843 | HEK293 Gal4-DAX1 luciferase reporter, luminescence | inhibition, % at 6.75 µM | 0.99% of 340,000 active | AID 504766;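 active = inhibition above the mean over all tested compounds plus 3 SD, cut at about 4.2% in these data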;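 note: 0% = DAX1-transfected cells with DMSO and 100% = empty-vector control cells with DMSO; inhibition shows as a rise in luminescence from relieved DAX1 repression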
Target sequence (P51843 207-470 limits assumed): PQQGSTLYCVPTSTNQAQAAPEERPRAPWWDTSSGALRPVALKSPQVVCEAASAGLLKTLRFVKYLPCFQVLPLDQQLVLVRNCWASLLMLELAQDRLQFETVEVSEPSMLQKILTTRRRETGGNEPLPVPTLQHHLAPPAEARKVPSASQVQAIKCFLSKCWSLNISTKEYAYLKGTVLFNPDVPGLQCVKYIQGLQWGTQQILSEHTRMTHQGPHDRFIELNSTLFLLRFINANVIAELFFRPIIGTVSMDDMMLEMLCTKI
ssDAF-12 act – activates DAF-12 receptor from parasite S. stercoralis; HEK293 ssDAF-12/GRIP1 lit1-tk-luc reporter, luminescence; % of 3 µM dafachronic acid response; activation, % at 6.8 µM; 1% of 370,000 active; AID 652126;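 active = activation above the mean over all tested compounds plus 3 SD, cut at about 0.9% in these data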;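 note: 0% = DMSO-only wells and 100% = 3 µM delta7-dafachronic acid wells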
hcDAF12 agonist – activators of H. contortus DAF-12 nuclear receptor | HEK293 hcDAF-12 lit1-tk-luc reporter, luminescence; 0% DMSO, 100% Δ7-dafachronic acid | activation, % at 6.8 µM | 1.4% of 370,000 active;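 active = activation above the mean of all tested compounds plus 3 SD, cut at about 5.5% in these data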;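 note: 100% = response to 3 µM Δ7-dafachronic acid high control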
PG9 binder – small molecules binding HIV-1 gp120 antibody PG9. TR-FRET gp120-PG9 antibody binding. inhibition, % at 6.7 µM. 0.43% of 360,000 active. AID 624416; in the data active = inhibition above about 8.5%
hgDAF-12 ag – hgDAF-12 agonism, primary luciferase screen | HEK293 GAL4-hgDAF12 UAS-luciferase reporter, agonist luminescence; normalized to butyrate control | activation, % at 6.8 µM | 1.8% of 370,000 active | AID 687014;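 active = activation above a cutoff set at the mean of all screened compounds plus 3 SD, cut at about 10% in these data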;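 note: 0% = DMSO wells and 100% = sodium butyrate wells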
The depositor's hits bear a star; x = not tested or not shown; & = joins results of further samples. This is a random part of the collection, and some 6.8% of all compounds hit somewhere here.

SMILES	GC-A act	SMARCA2 act	ADAM17 inh	ADAM10 inh	FXN GAA850 act	DAX1 inh-1	DAX1 inh-2	ssDAF-12 act	hcDAF12 agonist	PG9 binder	hgDAF-12 ag
COc1ccccc1CN(C)C(=O)c1cc(C)nc2ccccc12	-6	-3	2	-5	1.3	-0.8	-1.6	-1.5	-2.0	-1.1	-1.2
CCCCSc1nnc(NC(=O)CCc2ccccc2)s1	4	1	-2	0	0.2	-0.7	-0.2	-0.5	-1.4	0.7	2.2
CC1(C(=O)Nc2ccc(Cl)c(Cl)c2)CCN1C(=O)Cc1cccc2ccccc12 (stereo not given)	-2	-1	4	14	2.3	0.0	x	-1.5	-1.4	-0.3	1.1
O=C(C(=O)N1CC=C(c2ccccc2)CC1)c1c[nH]c2ccccc12	3	1	7	10	1.8	-0.5	-1.0	0.0	3.4	-0.5	1.5
COc1ccc(C2=NS(=O)(=O)N(C)C(C(=O)Nc3ccc(F)cc3F)=C2)cc1	2	1	2	-2	-0.6	0.8	-0.5	-1.8	-1.0	0.5	3.0
COc1ccc(OC)c(C(=O)c2coc3cc(Br)c(O)c(Br)c23)c1	-8	1	-278	6	0.5	-0.6	-0.8	-1.0	-0.8	-3.6	-1.6
CCOC(=O)C1C(=O)C=C(c2ccc(C)cc2)CC1c1cccc([N+](=O)[O-])c1 (stereo not given)	-1	-3	3	2	3.3	-1.0	-1.4	-2.5	-4.6	-0.8	2.1
Cc1cccn2c(N)c(-c3ccccc3)nc12	-4	-1	-45	-131	-0.6	-0.2	-0.2	-0.4	1.2	-10	1.1
Cc1ccccc1NC(=O)COC(=O)c1cccc(S(=O)(=O)N2CCCCC2)c1	-2	2	0	-2	0.6	1.7	0.3	-0.2	2.0	0.5	0.5
CN(c1ccccc1)S(=O)(=O)c1cccc(C(=O)Nc2nn[nH]n2)c1	4	-2	1	2	1.0	-0.3	1.5	-1.4	0.5	2.2	2.7

Looked up above.
Entry for Cc1ccccc1NC(=O)COC(=O)c1cccc(S(=O)(=O)N2CCCCC2)c1 in FXN GAA850 act: 0.6
Entry for Cc1cccn2c(N)c(-c3ccccc3)nc12 in hgDAF-12 ag: 1.1

(next part)
SMILES	GC-A act	SMARCA2 act	ADAM17 inh	ADAM10 inh	FXN GAA850 act	DAX1 inh-1	DAX1 inh-2	ssDAF-12 act	hcDAF12 agonist	PG9 binder	hgDAF-12 ag
O=C(COc1cc(Cl)c(Cl)cc1Cl)NC(=O)Nc1ccc2c(c1)OCCO2	2	1	-3	-1	2.5	1.8	2.1	0.6	3.9	0.6	10
O=c1c2ccccc2nc(-c2ccc(F)cc2)n1NCc1ccccc1O	-4	0	1	2	-1.8	-0.5	-2.6	-1.7	-2.1	-0.8	0.0
CC1CCCCC1NC(=O)COC(=O)c1ccc2ccccc2n1 (stereo not given)	-5	-4	-5	-2	0.3	-0.4	0.2	-0.7	0.7	0.5	-2.0
COc1ccc(S(=O)(=O)Nc2ccc(F)cc2)c(C)c1C	-7	-1	2	8	-2.6	-0.5	-0.8	-1.8	-1.6	-1.1	1.4
CCOC(=O)c1ccc(NC(=O)c2sc3nc4n(c(=O)c3c2C)CCC4)cc1	1	4	-3	10	2.0	-0.1	-0.2	-1.0	-3.1	-1.4	7.4
Cc1ccc(N(CC(=O)NC2CC3CCC2C3)S(C)(=O)=O)cc1C (stereo not given)	-4	0	-3	-3	1.3	0.0	-1.2	-1.1	-2.1	0.8	2.9
CC[C@H](C)[C@H](NC(=O)c1ccc(Cl)cc1)C(=O)OCC(=O)c1ccc2c(c1)NC(=O)CO2	0	-6	-4	-3	-0.3	-1.0	-1.2	-1.2	-1.7	0.6	-3.3
Cn1c(CNC(=O)c2ccc3c(c2)OCO3)nnc1SCC(=O)Nc1ccc(F)cc1F	-4	-2	0	0	0.2	-0.1	0.3	-0.6	0.9	-2.1	-0.7
O=C(CCCNC(=O)c1ccc(Cl)cc1)Nc1nccs1	-3	-1	-6	-12	-0.9	-0.4	1.4	-0.7	-1.1	1.6	-0.8
Cc1ccc(NC(=S)N2CCN(Cc3ccc4c(c3)OCO4)CC2)c(C)c1	-5	-3	-1	3	0.6	-1.0	-0.3	-0.8	-2.5	0.7	0.0
C[C@@H](C(=O)N1CCN(Cc2ccc3c(c2)OCO3)CC1)n1nnc2ccccc2c1=O	-4	2	-1	-7	1.2	-1.6	0.4	-0.7	-0.6	1.5	0.2
CCOC(=O)c1cc(NC(=O)SCC(=O)O)c(C)nc1C	-4	-1	0	-8	-1.2	0.3	-0.4	-1.1	-1.4	-1.3	-0.9
CN(C(=O)COc1ccccc1)c1nnc(-c2cccnc2)s1	-3	-2	-13	-22	3.6	-1.0	-0.7	-0.5	-1.5	3.1	-2.6
Cc1noc(C)c1CSCC(=O)N(C)CC(=O)Nc1ccc(F)cc1	2	-1	-3	-6	-1.4	1.1	-0.9	-0.5	-0.1	-1.8	0.4
Cc1ccc(CN2C(C(=O)NC3CCCC3)CSCCS2(=O)=O)cc1 (stereo not given)	-3	-1	0	-1	x	0.2	x	-1.0	0.6	x	2.7
CCCCOc1ccc(C(=O)Nc2ccc(N3CCN(C)CC3)cc2)cc1	-1	-1	-3	-1	-2.5	1.0	-0.6	-0.7	-0.3	-0.7	-2.0
CCN(CC)S(=O)(=O)c1ccc2c(c1)nc(CCC(=O)OCC(=O)Nc1cc(OC)cc(OC)c1)n2C	1	-2	0	3	-0.4	0.5	0.8	-1.3	-2.7	-1.3	5.4
C=CCN=C1NC(c2ccccc2)C(C(=O)OC)=C(C)N1Cc1ccccc1C(F)(F)F (stereo not given)	-24	-2	-10	-19	x	-0.3	x	-0.1	-0.9	-0.2	2.8
O=C(/C=C/c1cccc([N+](=O)[O-])c1)NCc1ccccc1	4	-3	3	-3	1.4	-0.6	-0.5	-0.9	-2.4	-1.4	0.0
Cc1ccc(-c2nnc(Nc3ccc4c(c3)OCO4)c3ccccc23)cc1S(=O)(=O)NC(C)C	-4	-1	3	-2	-1.0	0.1	-1.8	-1.1	-2.0	-1.8	-0.8
Cn1c(Oc2ccccc2)c(C=O)c2ccccc21	11	0	-1	4	-1.3	-0.4	-0.1	-1.4	0.4	0.6	1.9
CC(=O)Nc1ccc(S(=O)(=O)NCCC(=O)NCCc2ccc(F)cc2)cc1	1	0	-1	5	0.2	0.5	0.1	-1.0	0.8	-1.2	2.1
COc1ccc(Nc2nc(NCc3ccco3)nc(N/N=C/c3ccc(O)cc3)n2)cc1	-1	-1	4	3	-4.8	-1.3	-0.3	-1.6	-2.1	0.3	3.0
S=C(Nc1cccc2ccccc12)Nc1cccc2ccccc12	1	4	-39	-167	1.5	0.3	0.1	-0.6	0.7	-3.0	0.8
CCc1nn2c(N(C)CCO)cc(C)nc2c1-c1ccc(F)cc1	-10	1	-3	3	-1.0	0.0	0.4	-2.3	-1.8	0.7	-1.8
O=C(/C=C/c1ccccc1)NC(=S)NNC(=O)Cc1cccs1	1	-2	-1	-6	2.1	0.1	-0.1	-0.5	1.5	-1.6	5.8
CCc1nc2c(OCCn3cccc3)cccn2c1N(C)C(=O)c1ccc(OC)cc1	2	-2	8	-8	-1.0	0.5	x	-1.4	1.5	-0.4	3.3
CCc1ccc(S(=O)(=O)Nc2ccc(O)c3ccccc23)cc1	15	-2	-17	-47	3.9	-1.0	-2.4	-0.2	2.8	-2.4	-2.5
Cc1noc(C)c1C(=O)OCC(=O)NC(c1ccccc1)c1ccccc1	-1	1	-1	-4	2.7	-0.9	-1.3	-1.2	-0.2	-1.7	0.3
Cc1ccc(CNC(=O)CCC(=O)c2cccs2)cc1	1	2	-3	1	0.0	0.7	0.9	-1.3	-0.7	-1.3	2.0
CC(C)N(CCO)Cc1nc(C(c2ccccc2)c2ccccc2)no1	-2	-3	-5	-10	1.2	0.0	0.2	-1.2	-1.5	-2.4	-2.3
CCOC(=O)c1nc(C)sc1-c1ccnn1S(=O)(=O)c1ccc(Cl)cc1Cl	2	-4	-3	6	1.1	0.2	1.2	-0.7	-1.3	-0.3	0.2
O=C(Nc1cccc2[nH]ncc12)NS(=O)(=O)c1ccccc1	-6	0	-1	2	-1.3	-0.5	0.1	-1.1	0.0	-0.7	1.1
CC(=O)C1(O)C(C)CC2C3CC=C4CC(O)CCC4(C)C3CCC21C (stereo not given)	5	-2	-4	-3	-0.8	-0.6	-0.2	-0.8	-1.6	-1.9	0.9
CCCc1ccc(C(=O)N2CCN(c3ccccc3OCC)CC2)cc1	6	2	2	-4	1.5	-0.1	-0.2	-1.6	-1.7	-2.8	-3.0
COc1ccc(NC(=O)c2c(C)nn(Cc3ccccc3)c2C)cc1S(=O)(=O)N(C)C	1	0	-2	-4	1.9	-0.2	-1.8	-0.9	-3.7	-0.9	-1.5
CCOC(=O)C(=NCCCN(C)C)NNc1cc(C(F)(F)F)ccc1Cl	-2	-1	0	-4	1.9	0.0	0.7	-1.5	-0.2	-4.6	-0.1
CCc1c(C)nc(N)n2c(SCC(=O)NC3CCCCC3)nnc12	3	-1	-1	-2	-0.2	0.2	1.3	-0.4	1.5	-2.4	0.5
CCS(=O)(=O)N1Cc2ccccc2CC1C(=O)Nc1nnc(C2CC2)s1 (stereo not given)	-2	6	3	3	-0.9	-0.4	0.7	-2.2	-0.2	-1.3	0.6
Nc1nc(-c2ccc3c(c2)CCC(=O)N3)cs1	1	0	0	-8	2.9	1.7	2.7	-1.0	0.3	-1.9	5.7

Compound profiles, from the list above:
`Nc1nc(-c2ccc3c(c2)CCC(=O)N3)cs1` is entered as GC-A act: 1; SMARCA2 act: 0; ADAM17 inh: 0; ADAM10 inh: -8; FXN GAA850 act: 2.9; DAX1 inh-1: 1.7; DAX1 inh-2: 2.7; ssDAF-12 act: -1.0; hcDAF12 agonist: 0.3; PG9 binder: -1.9; hgDAF-12 ag: 5.7
`CCc1c(C)nc(N)n2c(SCC(=O)NC3CCCCC3)nnc12` is entered as GC-A act: 3; SMARCA2 act: -1; ADAM17 inh: -1; ADAM10 inh: -2; FXN GAA850 act: -0.2; DAX1 inh-1: 0.2; DAX1 inh-2: 1.3; ssDAF-12 act: -0.4; hcDAF12 agonist: 1.5; PG9 binder: -2.4; hgDAF-12 ag: 0.5

The list goes on:
SMILES	GC-A act	SMARCA2 act	ADAM17 inh	ADAM10 inh	FXN GAA850 act	DAX1 inh-1	DAX1 inh-2	ssDAF-12 act	hcDAF12 agonist	PG9 binder	hgDAF-12 ag
O=C(NCCc1ccccc1)c1cc(S(=O)(=O)N2CCCCC2)c[nH]1	-7	-2	-3	-10	-0.3	0.7	x	-1.5	-1.7	-2.4	-3.0
Cc1ccc(S(=O)(=O)N2C[C@H]3C(=O)C[C@@H](c4ccccc4F)N(S(=O)(=O)c4ccc(C)cc4)[C@H]3C[C@H]2c2cccc3ccccc23)cc1	5	-2	2	4	-0.6	-1.2	-0.3	-1.0	-1.0	-0.8	0.8
Cc1ccc(-c2nn3c(C)nnc3s2)cc1NC(=O)c1ccc(-c2cccc(Cl)c2)o1	3&1	3	-2&-3	3&0	1.1	-1.3	-0.6	-1.6&-3.4	-1.9&-7.2	-2.5	-4.2&-1.2
O=C1Nc2ccccc2N=C(c2ccc3c(c2)OCO3)C1N(CCc1ccccc1)C(=O)CSc1ncccn1 (stereo not given)	-13	0	4	7	x	0.4	x	-1.1	0.9	0.0	6.5
